Compound activity as filed in PubChem BioAssay.
NPC1 prom act: qHTS Assay for NPC1 Promoter Activators; Potency, µM (top dose mostly 9.22 µM), inactives show top-dose activation, most hits filed as activators; Huh7 NPC1 promoter luciferase reporter, 24 h; hit rate 2.4% among 320,000;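 further: % of control where 0% means no effect; nearly all actives have a fitted effect of over 60% in size; reporter is driven by a mutant NPC1 promoter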
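NPC1 promoter–luciferase Huh7 cells; 24 h compound; luminescence.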
BRCA1 expr up: qHTS Assay to Identify Small Molecule Activators of BRCA1 Expression | MCF7-BRCA1-FFLuc reporter, luminescence, 48 h; response scale: scaled: vehicle 0%, 10 µM genistein 100% | Potency, µM (doses to about 46.1 µM), inactives show at the highest dose activation, most hits filed as activators | hit rate 1.1% among 380,000; further: nearly all actives have a fitted effect of over 80% in size; some results filed as inactive show a strong effect at the top dose
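Luminescence from a BRCA1-driven firefly luciferase in MCF7 cells was the read-out, taken 15 min after substrate addition following 48 h compound exposure at 37 °C. Data were normalized to a 10 microM genistein control and DMSO vehicle.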
MBNL1-CUG inh: qHTS Assay for Inhibitors of MBNL1-poly(CUG) RNA binding; Potency, µM (titrated, usually from 57.5 µM), without a hit: top-dose activity change, negative = inhibition, usual class: inhibitors; TR-FRET MBNL1-His/biotin-(CUG)12 binding, 665/545 ratio; hit rate 0.036% among 280,000; active means well fitted inhibition curve with a large enough effect in the signal ratio, with a control signal flat, not every such curve was filed as active; inconclusive means small, poorly fitted or top-dose-only effect, or effect the other way, or a change in a side signal; inactive means no such curve, though single readings can be large or run the other way; the % refers to the signal ratio; further: on the % scale 0 is the no-effect control and ±100 the full control effect
Target sequence (Q9NR56 whole entry, looked up): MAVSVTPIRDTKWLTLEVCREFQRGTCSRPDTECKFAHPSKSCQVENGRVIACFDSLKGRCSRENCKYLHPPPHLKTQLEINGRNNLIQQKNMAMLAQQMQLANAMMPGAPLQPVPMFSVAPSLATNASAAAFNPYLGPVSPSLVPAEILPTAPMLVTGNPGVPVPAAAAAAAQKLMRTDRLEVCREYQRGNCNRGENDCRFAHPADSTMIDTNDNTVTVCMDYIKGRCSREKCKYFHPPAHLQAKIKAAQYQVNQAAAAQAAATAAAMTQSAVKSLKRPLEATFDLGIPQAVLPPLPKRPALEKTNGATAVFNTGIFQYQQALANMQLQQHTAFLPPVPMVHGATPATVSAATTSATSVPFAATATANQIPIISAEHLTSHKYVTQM
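Ratiometric TR-FRET (665 over 545 nm, excitation 340 nm) tracks disruption of MBNL1-His/biotin-(CUG)12 complex after 60 min at room temperature, with compounds at 92 nM to 58 uM final.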
Gal4-VP16 FLuc: VP16 counterscreen qHTS for inhibitors of ROR gamma transcriptional activity. Drosophila S2 Gal4-VP16 UAS-luciferase, luminescence, 20 h. Potency, µM (top dose mostly 53.6 µM), for inactives: top-dose activity, negative = inhibition, most hits filed as inhibitors. hit rate 3.5% among 310,000;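 further: Gal4-VP16 expression switched on by copper sulfate through the metallothionein promoter; on the % scale 0 is the no-effect control and ±100 the full control effect; nearly all actives have a fitted effect of over 50% in size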
p53 reactivation: qHTS assay for re-activators of p53 using a Luc reporter | H1299 p53-A138V BP100-luciferase reporter, luminescence, 24 h | Potency, µM (doses to about 92.2 µM), inactives show top-dose activity change, positive = activation, hits mostly activators | hit rate 0.063% among 320,000 | AID 504706, 2011; further: % of control where 0% means no effect; nearly all actives have a fitted effect of over 45% in size
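H1299 (p53-null), stable ts p53-A138V + BP100-Luc; 1000 cells/well, Opti-MEM/10% FBS; cpd 4 pt, 1:5; 24 h, 37 deg C, 5% CO2; detection reagent 10 min RT; luminescence.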
ELG1 genotox: qHTS screen for small molecules that induce genotoxicity in human embryonic kidney (HEK293T) cells expressing luciferase-tagged ELG1. HEK293T ELG1-luciferase reporter, luminescence, 16 h. Potency, µM (top dose mostly 46 µM), without a hit: at the top dose activity change, positive = activation, hits mostly activators. hit rate 1.3% among 330,000. AID 504466, 2011; further: % of control where 0% means no effect; nearly all actives have a fitted effect of over 60% in size
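Step 1: seed 2,000 HEK293T ELG1-luciferase cells per well. Step 2: add compound or DMSO, incubate 16 hr at 37 °C. Step 3: ONE-Glo, 30 min at room temperature, read luminescence.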
RORg inh: qHTS for inhibitors of ROR gamma transcriptional activity | hit rate 5.4% among 310,000 | Nuclear receptor ROR-gamma (Mus musculus), P51450 | Drosophila S2 Gal4-RORgamma UAS-luciferase reporter, 20 h | Potency, µM (top dose mostly 53.6 µM), inactives show at the highest dose activity change, negative = inhibition, hits mostly inhibitors; further: on the % scale 0 is the no-effect control and ±100 the full control effect; nearly all actives have a fitted effect of over 60% in size
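Read-out: Photinus luciferase luminescence; inhibitors lower reporter signal. Insect Schneider cells with Gal4-ROR gamma fusion under metallothionein promoter, UAS reporter; 700 uM final copper sulfate induction, 20 hr, ambient temperature.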
uPA surface inh: qHTS for Inhibitors of Cell Surface uPA Generation; hit rate 0.31% among 330,000; AID 540303, 2011; cell surface uPA generation assay, qHTS; Potency, µM (doses to about 38.3 µM), without a hit: top-dose activity change, negative = inhibition, usual class: inhibitors; active means well fitted inhibition curve with a large enough effect; inconclusive means small, poorly fitted or top-dose-only effect; inactive means no such curve, though single readings can be large or run the other way; tested in mouse RAW 264.7 cells; further: on the % scale 0 is the no-effect control and ±100 the full control effect; nearly all actives have a fitted effect of over 55% in size
Rab9 prom act: qHTS Assay for Rab9 Promoter Activators; AID 485297, 2010; Huh7 Rab9 promoter-luciferase reporter, luminescence, 24 h; hit rate 2.8% among 320,000; Potency, µM (highest dose often 9.22 µM), without a hit: at the highest dose activation, negative = inhibition, actives largely listed as activators; further: % of control where 0% means no effect; nearly all actives have a fitted effect of over 60% in size
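Luciferase signal after 10 min detection reagent at ambient indicates Rab9 promoter upregulation; stably transfected Huh7 cells were treated 24 h with compound in DMSO at 37 °C, 5% CO2.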
CXXC DNA block: qHTS Fluorescence Polarization Assay for Inhibitors of MLL CXXC domain - DNA interaction. Histone-lysine N-methyltransferase 2A (Homo sapiens), Q03164. MLL-CXXC / FITC-HOXA9 DNA fluorescence polarization. Potency, µM (highest dose often 115 µM), for inactives: at the highest dose activity change, negative = inhibition, actives largely listed as inhibitors. hit rate 0.037% among 290,000. AID 2662, 2010; active means well fitted inhibition curve with a large enough effect in the polarisation, with a control signal flat, not every such curve was filed as active; inconclusive means small, poorly fitted or top-dose-only effect, or effect the other way, or a change in a side signal; inactive means no such curve, though single readings can be large or run the other way; the % refers to the polarisation
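Purified MLL-CXXC (added from a 7 uM solution) was preincubated 5 min at ambient with pinned compounds in 50 mM Tris-HCl pH 7.5, 50 mM NaCl, 1 mM DTT, 0.05% BSA. Fluorescein-labeled HOX-A9 DNA (50 nM solution) followed, 30 min, then polarization read.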
FLuc counter: qHTS profiling assay for firefly luciferase inhibitor/activator using purifed enzyme and Km concentrations of substrates (counterscreen for miR-21 project). purified FLuc, Km substrates, luminescence inhibition. Potency, µM (series often up to 57.5 µM), for the others: top-dose activity change, negative = inhibition, usual class: inhibitors. hit rate 6.9% among 360,000;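 further: plate controls were vehicle for no effect and reference inhibitor for full effect; nearly all actives have a fitted effect of over 55% in size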
Target sequence (P08659 whole entry, looked up): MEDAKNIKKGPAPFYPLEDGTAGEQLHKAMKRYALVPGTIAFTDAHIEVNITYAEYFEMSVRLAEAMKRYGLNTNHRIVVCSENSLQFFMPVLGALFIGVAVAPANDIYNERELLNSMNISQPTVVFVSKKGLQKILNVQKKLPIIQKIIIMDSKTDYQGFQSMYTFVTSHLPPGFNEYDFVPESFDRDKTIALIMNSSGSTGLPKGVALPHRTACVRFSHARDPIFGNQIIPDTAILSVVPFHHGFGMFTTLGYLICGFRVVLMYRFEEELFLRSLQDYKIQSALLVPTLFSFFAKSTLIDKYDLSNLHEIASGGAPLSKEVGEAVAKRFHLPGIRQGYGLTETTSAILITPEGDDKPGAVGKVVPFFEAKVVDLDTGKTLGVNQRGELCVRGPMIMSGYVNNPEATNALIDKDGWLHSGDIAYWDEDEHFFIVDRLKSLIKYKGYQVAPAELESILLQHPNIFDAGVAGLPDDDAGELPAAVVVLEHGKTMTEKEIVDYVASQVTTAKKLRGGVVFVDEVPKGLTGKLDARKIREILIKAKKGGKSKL
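Biochemical qHTS of compounds, final roughly 60 µM downward over six points, against 10 nM purified firefly luciferase using Km concentrations of substrates (10 uM D-luciferin, 10 uM ATP) in Tris acetate pH 7.5 buffer; luminescence output.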
Active calls of the source: *; ? = inconclusive; / = not tested or not shown; [ ] = dose if it differs, or a comment. Unless noted, the call rests on the fitted dose curve; in most records, active means well fitted curve in the direction sought with a large enough effect; inconclusive means small, poorly fitted or top-dose-only effect, or another doubt; inactive means no such curve, though single readings can be large; an effect the other way counts as inactive or inconclusive. Potency means the concentration at half of the fitted maximal effect.

SMILES	NPC1 prom act	BRCA1 expr up	MBNL1-CUG inh	Gal4-VP16 FLuc	p53 reactivation	ELG1 genotox	RORg inh	uPA surface inh	Rab9 prom act	CXXC DNA block	FLuc counter
Cc1ccccc1CSCC(=O)Nc1ccccc1Br	-5.0%	0.0%	-6.5%	-5.3%	-1.6%	6.0%	8.3%	-10.6%	5.2%	3.7%	?
COc1cc(-c2nnc(-c3cc(OC)c(OC)c(OC)c3)o2)cc(OC)c1OC	-0.9%	-30.8%	-0.8%	4.1%	-5.9%	-0.2%	25.1%	0.3%	-4.4%	1.0%	3.0%
CCOC(=O)N1CCN(C(=O)CCS(=O)(=O)c2cc3c(cc2Cl)NC(=O)CO3)CC1	0.0%	-5.9%	-7.6%	11.5%	/	2.7%	-13.6%	3.9%	0.0%	/	1.7%
CCOC(=O)C(Cc1ccccc1)(NC(C)=O)C(=O)OCC	-26.8%	1.8%	-6.1%	5.3%	-9.2%	0.0%	2.6%	6.9%	-4.0%	0.1%	1.7%[2.3 µM]
Cc1ccc(C)c(S(=O)(=O)N/N=C/c2ccc(N3CCOCC3)cc2)c1	-1.1%	1.0%	14.5%	15.3%	-3.8%	-1.8%	-21.6%	2.9%	0.6%	-7.3%	0.8%
CC(=O)c1ccc(OCC(O)Cn2nnc3ccccc32)cc1 (configuration not stated)	20.0%	?	-5.2%	0.6%	9.9%	2.4%	-6.0%[10 µM]	4.7%	26.5%	-0.9%	-13.8%
COc1ccc([N+](=O)[O-])cc1N(CC(=O)NCCC1=CCCCC1)S(C)(=O)=O	-2.4%	-15.8%	13.9%	4.3%	-8.7%	-2.6%	24.6%	-0.1%	-1.0%	-1.3%	0.4%
CCn1c(SCC(=O)NCCc2ccccc2)nc2sc3c(c2c1=O)CCN(C)C3	-1.3%	-12.5%	/	-0.2%	-1.4%	-5.6%	15.9%	-7.4%	1.9%	9.4%	-0.4%
Cn1ncc([N+](=O)[O-])c1C(=O)Nc1ccn(Cc2ccccc2F)n1	-8.3%	9.9%	?	13.0%	1.6%	1.6%	19.3%	-1.1%	-5.3%	0.3%	3.7%
N#CCC(=O)N/N=C/c1coc2ccccc2c1=O	-5.2%	24.5%	3.2%	1.9%	2.7%	-2.4%	-30.1%	-2.5%	-1.1%	4.1%	-7.0%
O=c1c2c(-c3cccs3)csc2ncn1-c1ccc(Br)cc1	0.5%	-81.7%	20.3%	-13.3%	-5.7%	-4.1%	9.2%	4.1%	-1.2%	6.2%	-1.2%
CCc1ccc([C@@H]2CC=C(C(=O)O)[C@H](c3cccc(Cl)c3)N2S(=O)(=O)c2ccc(C)cc2)cc1	1.6%	-5.0%	/	/	-1.8%	1.4%	/	1.0%	0.4%	/	11.5%
CC(C)CCNC(=O)c1cn(CC(C)C)c(=O)c2c1c1ccccc1n2C	-4.7%	6.3%	-3.7%	0.0%	-2.4%	-3.7%	-5.4%	3.2%	-1.8%	1.1%	5.0%
O=C(N/N=C\c1ccc([N+](=O)[O-])s1)c1cncc(Br)c1	-17.5%	-101.9%[inhibitor]	?	1.12µM*	8.5%	14.2%	0.708µM*	?	-34.4%[inhibitor]	5.7%	3.6%
Cc1ccc(NC(=O)/C(C#N)=N/Nc2ccc(C(=O)O)cc2)c(C)c1	-0.5%	-3.6%	?	6.2%	5.2%	6.0%	29.9%	0.6%	-2.0%	-21.7%	-2.8%
CC(C)(C)c1ccc(OCc2ccc(C(=O)N3CCOCC3)o2)cc1	?	-37.0%	-5.3%	?	-2.9%	13.0%	?	-7.4%	?	-0.7%	15.1µM*
CN(C)C(=S)Nc1ccc(N2CCOCC2)cc1	-3.4%	-0.4%	/	-20.1%	6.8%	6.1%	8.8%	-5.8%	22.6%	-0.7%	-4.7%
Cc1ccc(SCc2c(C(=O)N/N=C/c3ccncc3)nnn2-c2nonc2N)cc1	0.6%	-5.6%	-2.1%	-2.6%	-0.6%	-0.6%	-21.5%	-3.5%	1.9%	-4.7%	0.1%
CC(=O)Oc1c(Cl)cc(Cl)cc1/C=C/c1ccc2ccccc2n1	15.8%	-41.2%	-1.7%	14.6%	0.1%	1.0%	18.9%	/	?	5.9%	-14.0%
Cc1ccnc(NC(=O)c2cnc(Cl)c(Cl)c2)c1	-5.3%	-0.3%	1.6%	?	?	?	-30.9%	-4.0%	9.6%	0.9%	16.9µM*
O=C1S/C(=C/c2ccccc2F)C(=O)N1CCN=C1NS(=O)(=O)c2ccccc21	1.7%	-42.1%	/	?	-8.2%	-3.2%	40.2%	-3.2%	-0.7%	2.6%	1.9%
CCCOC(=O)c1c(N)sc(C(=O)OCC)c1C	13.7%	68.4%	31.8%[activator]	19.0%	6.8%	?	5.9%	-8.8%	26.7%	3.8%	?
Cc1cccc(CSc2nc3sc(C)c(C)c3c(=O)n2Cc2ccco2)c1	-1.4%	1.5%[1.84 µM]	3.4%	-11.5%	2.7%	-4.1%	24.4%	-0.2%	-7.6%	-4.1%	4.7%
CN(C)c1ccc(C(=O)N/N=C/c2cc(Br)cc(Br)c2O)cc1	-2.5%	-95.1%	4.7%	5.62µM*	17.8%	?	2.82µM*	6.8%	-12.9%	13.0%	-1.4%
CC(=O)c1cccc(NC(=O)C=C(C)C)c1	-3.9%	30.5%	-2.6%	-0.8%	4.6%	5.8%	20.7%	-9.1%	6.3%	8.5%	-4.8%
SMILES	NPC1 prom act	BRCA1 expr up	MBNL1-CUG inh	Gal4-VP16 FLuc	p53 reactivation	ELG1 genotox	RORg inh	uPA surface inh	Rab9 prom act	CXXC DNA block	FLuc counter
COc1cc(C2CC(=O)c3cnc(NC(=O)COc4ccccc4)nc3C2)cc(OC)c1OC (configuration not stated)	2.2%	1.3%	-10.5%	2.0%	-11.3%	0.0%	1.9%	/	-8.9%	9.1%	0.0%
CC/C=C/C(=O)N1CC2(CC(c3cccc(NC(=O)CC(c4ccccc4)c4ccccc4)c3)=NO2)C[C@@H]1C(N)=O (some centres not stated)	-4.2%	-63.1%	-2.1%	2.5%	-1.1%	-11.9%	18.6%	-2.6%	-15.2%	14.5%	0.1%
CC(OC(=O)C(C)N1C(=O)C2C3C=CC(C4CC34)C2C1=O)C(=O)c1ccccc1 (configuration not stated)	1.1%	-16.8%	4.5%	-6.2%	-10.3%	-4.0%	39.6%	-1.6%	-3.7%	0.8%	-2.6%
COc1cc(C(=O)NCC(=O)NCC2COc3ccccc3O2)cc(OC)c1OC (configuration not stated)	-0.4%	-0.9%	/	/	-5.8%	-1.6%	/	12.0%	0.3%	/	0.9%
CCCC1(CCC)NC(=O)N(CC(=O)N2CCN(C(=O)c3ccco3)CC2)C1=O	0.6%	-2.2%	-4.0%	0.0%	0.7%	-1.0%	6.8%	1.6%	1.6%	3.4%	-0.3%
CC(=O)NNc1nc(-c2ccccc2)c2cc(Br)ccc2n1	-1.1%	-1.7%	16.0%	21.9%	-0.6%	-0.2%	-25.0%	-5.3%	-3.7%	-6.9%	3.0%
COc1ccc(-n2cnnc2SCC(=O)NC2CCS(=O)(=O)C2)cc1 (configuration not stated)	/	-14.7%	5.0%	-22.3%	/	/	8.2%	2.2%	/	3.3%	-0.6%
Cc1nc2ccc(-c3nc4cc(N)ccc4o3)cc2[nH]1	0.398µM*	-57.0%	6.8%	?	-6.5%	?	15.8µM*	-12.9%	0.398µM*	-2.1%	1.9µM*
C=CCNC(=O)NC(=O)CSc1nnc(C(F)(F)F)n1C	-2.5%	4.8%	-19.1%	11.8%	1.9%	0.4%	15.4%	-43.1%	1.1%	5.4%	0.6%
N#Cc1c(NC(=O)COC(=O)c2ccc(O)cc2O)sc2c1CCC2	0.5%	-5.6%	/	/	2.2%	0.8%	/	7.3%	3.6%	/	1.1%
C/C(=N/Nc1cc(-c2ccccc2)nc(-c2ccccc2)n1)c1ccc(O)cc1	-5.3%	-84.9%	/	-28.3%	-4.1%	0.0%	-0.7%[10 µM]	-21.0%	-2.8%	-0.4%	10.7µM*
O=C(Cn1cc([N+](=O)[O-])cn1)Nc1ccccn1	-0.8%	-3.3%	7.8%	-3.4%	5.9%	1.3%	-1.7%	12.5%	0.3%	-4.9%	0.9%

This is a subset. The share of hits here may be higher or lower than overall.
